ANO1 block – TMEM16A chloride channel inhibitors, primary screen, cell-based, HTS | Anoctamin-1 (Mus musculus), Q8BHY3 | HEK293 TMEM16A/YFP iodide influx fluorescence, ionomycin | normalized B-score (activity score, 25-100; higher = stronger inhibition) at 10 µM | 1.2% of 310,000 active | AID 588511, 2011;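 active means ratio plate-corrected score three or more library SD toward inhibition, starting fluorescence score within five deviations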;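 further: score derived from kinetic fluorescence span divided by baseline fluorescence per well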
hERG protect – hERG rescue from dofetilide block, primary screen, cell-based, CHO-hERG, FluxOR thallium flux, dofetilide IC70. AID 1511, 2009. activation (rescue from dofetilide block), less the hit threshold, % at 10 µM. 0.51% of 310,000 active. Voltage-gated inwardly rectifying potassium channel KCNH2 (Homo sapiens), Q12809. dofetilide IC70 present;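 active means activation above the mean of controls blocked by dofetilide plus 5 SD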;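 further: thallium influx through hERG after potassium depolarization seen as dye fluorescence rise; in these data hits start at about 4.7%; inactives centre near -7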
KCNK3 block – human KCNK3 channel inhibitors, primary screen, CHO cells, FluxOR thallium flux, B-score. FluxOR fluorescence; stronger effect = lower value. B-score at 10 µM. 0.84% of 340,000 active. Potassium channel subfamily K member 3 (Homo sapiens), O14649;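 active means B-score under library mean minus 4 SD, starting fluorescence ratio at most library mean plus 5 SD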;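 further: more negative B-score means stronger inhibition of thallium flux through KCNK3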
Target sequence (O14649 whole entry, looked up): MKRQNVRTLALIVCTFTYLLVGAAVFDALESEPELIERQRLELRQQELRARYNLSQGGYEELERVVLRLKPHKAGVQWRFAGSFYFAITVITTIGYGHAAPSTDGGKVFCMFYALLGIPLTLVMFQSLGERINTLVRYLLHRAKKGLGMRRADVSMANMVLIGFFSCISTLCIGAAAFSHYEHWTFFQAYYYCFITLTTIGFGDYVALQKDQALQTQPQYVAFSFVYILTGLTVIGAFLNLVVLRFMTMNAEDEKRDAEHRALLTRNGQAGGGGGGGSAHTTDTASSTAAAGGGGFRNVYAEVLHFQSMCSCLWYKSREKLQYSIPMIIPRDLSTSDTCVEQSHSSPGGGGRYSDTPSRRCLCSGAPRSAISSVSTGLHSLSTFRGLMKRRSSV
DYRK1A inh – rat Dyrk1A kinase inhibitors, primary screen, biochemical, single point, plate reader; AID 504441, 2011; inhibition, % at 12.5 µM; 0.43% of 310,000 active; ADP-Glo luminescence, NFATc1 peptide; Dual specificity tyrosine-phosphorylation-regulated kinase 1A (Rattus norvegicus), Q63470; in the data active means inhibition above about 50%;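 further: plate controls were vehicle with enzyme for no effect and no enzyme for full effect; many of its hits are not listed in these tables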
HDAC3 inhib – HDAC3 deacetylase inhibitors, primary screen, biochemical, fluorescence, cell-free homogeneous; AID 2718, 2010; recombinant HDAC3, fluorogenic peptide/trypsin coupled; 0.15% of 320,000 active; inhibition, % at 8.3 µM; in the data active means inhibition above about 26%, passing the limit was not always enough; inconclusive means no clear call, values can overlap the other calls
TRPC4 act – activators of mouse TRPC4 channel, primary screen, Fluo4 calcium, HEK293 TRPC4beta/mu-opioid cells; AID 2237, 2010; B-score at 10 µM; Short transient receptor potential channel 4 (Mus musculus), Q9QUQ5; 0.49% of 310,000 active; Fluo4 calcium fluorescence; stronger effect = higher value;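 active means B-score above 5 SD of library B-scores, and initial fluorescence ratio not above library mean plus 5 SD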;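 further: positive B-score marks a calcium rise read as TRPC4 activation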
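Assay system: HEK293 cells stably co-expressing mouse TRPC4beta and mu-opioid receptor / Timing: Fluo4 dye loading 45 min at room temperature, 110 s recording / Signal: Fluo4 calcium-sensitive dye fluorescence, kinetic, 1 Hz baseline / Read-out: integrated baseline-normalised fluorescence ratio, converted to per-well B score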
KCNK9 block – KCNK9 potassium channel inhibitors, primary screen, HEK293 cells, thallium flux. Potassium channel subfamily K member 9 (Homo sapiens), Q9NPC2. FluxOR thallium flux fluorescence; stronger effect = lower value. B-score at 10 µM. 1.2% of 310,000 active. AID 488922, 2010;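 active means ratio B-score over 3 SD below the library mean, with starting fluorescence within 5 SD of its mean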;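 further: negative B-score means less thallium flux so channel inhibition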
TRPC4 potent – positive allosteric modulators of TRPC4, primary screen, cell-based, mouse TRPC4beta, HEK293 mu-opioid, Fluo-4 calcium. Short transient receptor potential channel 4 (Mus musculus), Q9QUQ5. DAMGO EC20, Fluo-4 Ca2+ flux; stronger effect = higher value. B-score at 10 µM. 0.42% of 310,000 active. AID 2227, 2009;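 active means B-score of calcium response area above 5 SD of library B-scores, with initial fluorescence ratio within 5 SD of library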;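 further: B-score of integrated fluorescence ratio over time as area under calcium response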
TMEM16A act – TMEM16A chloride channel activators or potentiators, primary screen, cell-based, HTS. Anoctamin-1 (Mus musculus), Q8BHY3. HEK293 TMEM16A/YFP-H148Q/I152L, iodide quench fluorescence; stronger effect = lower value. B-score at 10 µM. 0.3% of 340,000 active;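 active means fluorescence-ratio B-score plate-corrected deviation score at least 3 library SD below zero, with starting fluorescence score within 5 deviations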;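 further: channel opened by trigger with iodide after compound preincubation; score built on the fluorescence ratio of max minus min over baseline; more negative score means more quench and so TMEM16A activation or potentiation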
KCNQ1 inh – inhibitors of human KCNQ1 channel, primary screen, cell-based, thallium flux, high-throughput; 1.3% of 310,000 active; CHO-K1 KCNQ1, FluxOR thallium flux fluorescence; stronger effect = higher value; Potassium voltage-gated channel subfamily KQT member 1 (Homo sapiens), P51787; B-score at 10 µM;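 active means compounds whose thallium flux B-score, printed positive for inhibition, exceeds three library SD while starting fluorescence stays within three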;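 further: channel opened by potassium depolarization with thallium stimulus after 20 min compound exposure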
Target sequence (P51787 whole entry, looked up): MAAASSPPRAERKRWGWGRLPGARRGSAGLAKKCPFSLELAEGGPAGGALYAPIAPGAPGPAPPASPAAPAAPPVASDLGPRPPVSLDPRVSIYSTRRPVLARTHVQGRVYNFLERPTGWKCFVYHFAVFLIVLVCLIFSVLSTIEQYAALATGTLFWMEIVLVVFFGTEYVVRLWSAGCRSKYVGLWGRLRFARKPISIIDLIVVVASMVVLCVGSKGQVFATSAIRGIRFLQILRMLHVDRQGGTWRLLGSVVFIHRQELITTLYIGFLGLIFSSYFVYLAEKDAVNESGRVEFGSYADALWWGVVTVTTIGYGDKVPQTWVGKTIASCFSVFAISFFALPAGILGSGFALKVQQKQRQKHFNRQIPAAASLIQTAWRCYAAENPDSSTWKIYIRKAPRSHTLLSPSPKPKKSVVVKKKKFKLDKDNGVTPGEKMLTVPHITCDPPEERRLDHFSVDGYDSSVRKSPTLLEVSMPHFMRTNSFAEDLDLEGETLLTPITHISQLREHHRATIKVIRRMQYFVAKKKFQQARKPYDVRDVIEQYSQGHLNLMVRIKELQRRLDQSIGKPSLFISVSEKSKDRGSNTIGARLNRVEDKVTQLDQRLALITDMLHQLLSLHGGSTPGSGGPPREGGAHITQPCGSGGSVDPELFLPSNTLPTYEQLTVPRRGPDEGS
KCNQ1 act – potentiators or activators of KCNQ1 channel, primary screen, cell-based, thallium flux, high-throughput. CHO-K1 KCNQ1, thallium flux FluxOR fluorescence; stronger effect = higher value. AID 2648, 2010. 0.35% of 310,000 active. B-score at 10 µM;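 active means fluorescence ratio B-score, a plate-corrected score, at least three library SD, with initial intensity B-score within 5 SD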
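Material: CHO-K1 cells stably expressing KCNQ1. Medium: assay buffer for compound exposure, DMSO matched across wells. Reagent: K+/Tl+ depolarizing stimulus. Compound dosing: single-concentration screen. Times: 37 °C overnight plating, 90-min dark dye load, 20-min compound pretreatment. Technique: FluxOR Tl+ flux fluorescence.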
* hit, by the source's call; i = inactive; ? = inconclusive; / = no result given.

SMILES	ANO1 block	hERG protect	KCNK3 block	DYRK1A inh	HDAC3 inhib	TRPC4 act	KCNK9 block	TRPC4 potent	TMEM16A act	KCNQ1 inh	KCNQ1 act
CCC(C)NS(=O)(=O)c1ccc(S(=O)(=O)N2CCCC3(CCCCC3)C2)cc1 (stereo not drawn)	100*	-10	-9*	-39	18	i	i	i	i	i	i
CCOC(=O)C1=C(CN2CCSCC2)NC(=O)NC1c1cccc([N+](=O)[O-])c1 (stereo not drawn)	i	-15	i	-4	6	i	i	i	i	i	i
COc1ccc(CCNC(=O)CSc2nc3[nH]ncc3c(=O)[nH]2)cc1OC	i	-4	i	-1	21	i	i	i	i	i	i
Cc1ccc(C(=O)OCC(=O)Nc2cc(F)ccc2F)cc1NC(=O)c1ccco1	i	-6	i	0	-7	i	i	i	i	i	i
Cc1cc(S(=O)(=O)NCc2ccccc2)ccc1OCC(=O)NCC1CCCO1 (stereo not drawn)	i	-13	i	-3	8	i	i	i	i	i	i
Cc1cccc(NC(=O)CS(=O)(=O)c2cn(CC(=O)N3CCOCC3)c3ccccc23)c1	i	-5	i	-3	-1	i	i	i	i	i	i
CSc1ccc(/C=N/N2CCN(Cc3ccccc3)CC2)cc1	i	-15	i	3	-2	i	i	i	i	i	i
CC(Oc1ccccc1)C(=O)Nc1ccc(NC(=O)c2ccccc2)cc1 (stereo not drawn)	i	-5	i	-2	?	i	i	i	i	i	i
N#CC(C(=O)NC1CCCCC1)=C1CCCCCC1	i	-4	i	-1	4	i	i	i	i	i	i
COCCSc1nc2c(c(=O)[nH]c(=O)n2C)n1Cc1cccc(C)c1	i	-8	i	1	1	i	i	i	i	i	i
O=C(NC1CCCCC1)c1ccc(CN2CCOCC2)cc1	i	/	i	13	1	/	/	/	i	/	/
Cc1cc(Br)ccc1SCC(=O)OC/C(O)=C(\C#N)c1nc2ccccc2[nH]1	i	-8	i	1	-10	i	i	i	i	i	i
CCO[C@@H]1OC(C(=O)NCc2ccccc2)=C[C@H](C(C)(C)C)[C@H]1CCCO	i	-8	i	9	-1	i	i	i	i	i	i
Cc1ccc(S(=O)(=O)Nc2cc(C(F)(F)F)ccc2N2CCOCC2)c(C)c1	i	-4	i	-2	?	i	i	i	-14*	i	i
Cc1cccc2sc(N(CCN(C)C)C(=O)c3ccc4ccccc4c3)nc12	i	-9	i	-5	4	i	i	i	i	i	i
S=C(Nc1ccc(Cl)cc1)N(CCCN1CCOCC1)Cc1cccs1	i	-12	i	/	-1	i	i	i	i	i	i
COC(=O)c1cc(Cl)c(N)cc1OC	i	-14	i	-1	-4	i	i	i	i	i	i
CNC(=S)N(Cc1cc2cc(C)cc(C)c2[nH]c1=O)C1CCCC1	i	-15	i	-1	-1	i	i	i	i	i	i
COc1ccc2[nH]c(=O)c(CN(CCO)S(=O)(=O)c3ccc(C)cc3)cc2c1	i	-16	i	2	1	i	i	i	i	i	i
Cc1oc2c(cc(NS(=O)(=O)c3ccc(F)cc3)c3ccccc32)c1C(=O)O	i	-4	i	2	9	i	i	i	i	i	i
O=C(Oc1c(-c2ccccc2)oc2ccccc2c1=O)c1ccccc1	i	-8	i	6	1	i	i	i	i	i	i
COc1cccc(-n2c(SCC(=O)NCC3CCCO3)nc3c([nH]c4ccccc43)c2=O)c1 (stereo not drawn)	i	-12	i	-2	-7	i	i	i	i	i	i
Cc1ccc2c(c1)c(=O)c(Br)c(C)n2Cc1ccccc1	i	-6	i	-5	0	i	i	i	i	i	i
COc1ccc2[nH]c3c(=O)n(Cc4ccc(C(=O)N5CCC(C(N)=O)CC5)cc4)c(=S)[nH]c3c2c1	i	-8	i	-4	8	i	i	i	i	i	i
O=C(Nc1ccccc1Cl)c1ccccc1Cl	i	-13	i	4	-8	i	i	i	i	i	i
O=S1(=O)CCN2C(c3ccc4c(c3)CCCC4)=CSC2=N1	i	-7	i	5	-2	i	i	i	i	i	i
Cc1cc(=S)c2cccc(C)c2[nH]1	i	-4	/	/	-1	i	i	i	/	i	i
Cc1[nH]nc2c1C(c1ccc(Cl)cc1)C(C#N)=C(N)O2 (stereo not drawn)	i	-10	i	0	-1	i	i	i	i	i	i
COCCNS(=O)(=O)c1ccc(-c2ccc(S(=O)(=O)NCCOC)cc2)cc1	i	/	i	4	-4	/	/	/	i	/	/
CCOC(=O)c1ccc2c(c1)N(CC(=O)N1CCCC1)C(=O)C(C)(C)O2	i	-17	i	0	3	i	i	i	i	i	i
Cc1ccc(/C(N)=N/OC(=O)c2cc(-c3ccccc3)nc3ccccc23)cc1	i	-17	i	6	-2	i	i	i	i	i	i
CCOC(=O)NC(CC(=O)O)c1ccc(OC)cc1 (stereo not drawn)	i	-6	i	-1	-3	i	i	i	i	i	i
CCCc1cnc(N2CCN(C(=O)c3ccccc3)CC2)nc1	i	0	i	/	-1	i	i	i	i	i	i
CCC1CCC(c2nnc(-c3ccc(Br)cc3)o2)CC1 (stereo not drawn)	i	-6	i	-5	5	i	i	i	i	i	i
COc1cccc(CN(C)C(=O)CSc2nc3ccccc3[nH]2)c1OC	i	-12	i	4	4	i	i	i	i	i	i
CC(C)CCN1C(=O)c2ccc(C(=O)NCc3ccccn3)cc2C1=O	i	-11	i	0	-2	i	i	i	i	i	i
COc1c(Cl)cc(Cl)cc1CNCc1ccccc1	i	-9	i	0	-6	i	i	i	i	i	i
Cc1ccccc1COC(=O)CCCC1=NS(=O)(=O)c2ccccc2N1	i	-7	i	/	1	i	i	i	i	i	i
COc1cccc(CN2CCNC(=O)C2CC(=O)NCC(C)(C)N2CCOCC2)c1OC (stereo not drawn)	i	-3	i	-1	6	i	i	i	i	i	i
O=C(CN1C(=O)CC(c2ccco2)Sc2ccccc21)NCC1CCCO1 (stereo not drawn)	i	-10	i	2	4	i	i	i	i	i	i
Cc1ccccc1N1C(=O)C(Cl)=C(N2CCCCCC2)C1=O	i	-12	i	-2	-1	i	i	i	i	i	i
Cc1ccc(C(=O)C2Oc3ccccc3C3CC(c4ccc(C)cc4)=NN23)cc1 (stereo not drawn)	i	-8	i	8	7	i	i	i	i	i	i
CCOC(=O)c1sc(-c2ccc(F)cc2)cc1NC(=O)Nc1ccccc1OC	i	-9	i	0	-3	i	i	i	i	i	i
COCCn1cnnc1SCC(=O)Nc1cccc(S(=O)(=O)N2CCCCCC2)c1	i	-4	i	-2	-1	i	i	i	i	i	i
Cc1ccc(C(=O)C[n+]2ccc(Cc3ccccc3)cc2)cc1	i	-15	i	-2	4	i	i	i	i	i	i
CCOC(=O)C(C)n1ncn2cccc2c1=O (stereo not drawn)	i	-4	i	11	-6	i	i	i	i	i	i
C=CCn1c(SCC(=O)Nc2ccc3c(c2)OCO3)nnc1-c1ccccc1OC	i	-11	i	3	0	i	i	i	i	i	i
CCCc1nnc(SCC(=O)N2CCOCC2)n1Cc1ccco1	i	-1	i	1	-2	i	i	i	i	i	i
CC1CCN(C(=O)C2CCN(S(=O)(=O)c3ccc4c(c3)CC(C)N4C(=O)C3CC3)CC2)CC1 (stereo not drawn)	i	-7	i	-2	4	i	i	i	i	i	i
CCN1CCN(C(=O)C(=O)c2cn(CC(=O)N(CC)CC)c3ccccc23)CC1	i	-5	i	11	3	i	i	i	i	i	i
COc1ccc(CCc2nnc(CCC(=O)NCc3cnn(-c4ccccc4C)c3)o2)cc1	i	-4	i	-7	1	i	i	i	i	i	i
Cc1ccccc1-c1nc2ccccc2c(=O)n1/N=C/c1ccccc1[N+](=O)[O-]	i	-5	i	2	-4	i	i	i	i	i	i
CCN(C(=O)CCc1ccccc1)C1CCCCC1	i	-11	i	-1	-7	i	i	i	i	i	i
COCCN1C=C2C(=O)C(C)(OC(=O)CCC(=O)OC)C(=O)C=C2C=C1C1CC1 (stereo not drawn)	i	-5	i	-51	4	i	i	i	i	i	i
COC(=O)c1ccc(CNC(=O)C(NC(=O)c2ccco2)C(C)C)cc1 (stereo not drawn)	i	-6	i	-5	-4	i	i	i	i	i	i
COC(=O)c1c(C)[nH]c(O)c1C=Nc1ccc(C#N)cc1	i	-12	i	-55	1	i	i	i	i	i	i
COCCn1c(=S)[nH]c2cc(C(=O)N3CCc4ccccc4C3)ccc2c1=O	i	-13	i	/	6	i	i	i	i	i	i
CCCOc1cccc(C(=O)N(Cc2ccco2)C2CCS(=O)(=O)C2)c1 (stereo not drawn)	i	-7	i	3	-13	i	i	i	i	i	i
Cc1cc(C)n(CC(=O)N/N=C/c2c[nH]c3ccccc23)n1	i	-11	i	14	-1	i	i	i	i	i	i
COc1ccc(NC(=O)NCc2ccccn2)c(OC)c1	i	1	i	-1	-12	i	i	i	i	i	i

(more compounds)
SMILES	ANO1 block	hERG protect	KCNK3 block	DYRK1A inh	HDAC3 inhib	TRPC4 act	KCNK9 block	TRPC4 potent	TMEM16A act	KCNQ1 inh	KCNQ1 act
C=COCCNC(=O)Nc1ccc(Cl)c(Cl)c1	i	-8	i	8	0	i	i	i	i	i	i
COc1ccc(NC(=O)CCCNC(=O)c2ccc(Cl)cc2)cc1OC	i	-4	i	-1	/	i	i	i	i	i	i
CCOC(=O)C1CCCN(C(=O)CNC(=O)c2nn(-c3ccc(OC)c(Cl)c3)c(=O)c3ccccc23)C1 (stereo not drawn)	i	-19	i	8	3	i	i	i	i	i	i
Cc1cc(Cl)c(S(=O)(=O)N2CCCC2)cc1OCC(=O)NC1CCCCC1	100*	-16	i	-5	10	i	i	i	i	i	i

Only part of the results is shown, so the mix of outcomes need not match the whole.
